AmpC detergent: qHTS Inhibitors of AmpC Beta-Lactamase (assay with detergent). AID 485294, 2010. actives 0.041% (n = 370,000). Potency, µM (doses to about 114 µM), inactives show at the top dose activity change, negative = inhibition, most hits filed as inhibitors. AmpC hydrolysis of nitrocefin, absorbance 480 nm, 0.01% Triton. P00811;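 further: potency means the concentration at half of the fitted maximal effect; 0% = no-compound wells and -100% = no-enzyme wells; nearly all actives have a fitted effect of over 25% in size; some results filed as inactive show a strong effect at the top dose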
Target sequence (P00811 whole entry, looked up): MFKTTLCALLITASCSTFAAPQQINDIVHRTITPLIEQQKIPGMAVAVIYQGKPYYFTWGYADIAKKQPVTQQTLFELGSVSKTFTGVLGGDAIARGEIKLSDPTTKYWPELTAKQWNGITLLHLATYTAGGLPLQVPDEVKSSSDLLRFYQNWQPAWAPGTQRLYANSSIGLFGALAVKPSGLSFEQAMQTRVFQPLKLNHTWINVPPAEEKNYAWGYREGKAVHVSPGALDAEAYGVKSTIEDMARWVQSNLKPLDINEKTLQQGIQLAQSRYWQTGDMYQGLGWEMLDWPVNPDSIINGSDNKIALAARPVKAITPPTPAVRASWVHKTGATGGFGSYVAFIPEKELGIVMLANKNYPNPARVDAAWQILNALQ
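20 mM phosphate pH 7.0 + 0.01% (detergent screen) or 0.0001% Triton X-100; 5.3 nM AmpC reagent; cpd preinc 15 min RT; nitrocefin (800 uM stock) to start; A480 q20 s × 4 min; Activity was normalised to no-enzyme and no-compound control wells.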
HCMV inh: qHTS Assay for inhibitors of the human cytomegalovirus (HCMV) | HFF cells, HCMV-luciferase reporter, 72 h; active compounds read low | activity change, negative = inhibition, % at 57.5 µM | actives 4.5% (n = 410,000) | AID 1259415, 2018; in the data active means activity change below about -60%; inconclusive means no clear call, values can overlap the other calls; inactive means above about -39%
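Compounds were evaluated in HFFs infected with an HCMV luciferase reporter virus (MOI 1 PFU/cell). Luciferase in lysates collected 72 h post infection served as the replication measure.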
AmpC inh no detg: qHTS Inhibitors of AmpC Beta-Lactamase (assay without detergent) | actives 0.52% (n = 330,000) | Potency, µM (highest dose often 57.1 µM), inactives show at the highest dose activity change, negative = inhibition, most hits filed as inhibitors | AmpC nitrocefin hydrolysis, absorbance 480 nm, 0.0001% Triton | P00811;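 further: potency means the concentration at half of the fitted maximal effect; plate controls were no compound for no effect and no enzyme for full effect; nearly all actives have a fitted effect of over 20% in size; some results filed as inactive show a strong effect at the top dose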
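AmpC (5.3 nM in the dispensed reagent) in 20 mM phosphate pH 7.0 with 0.01% (detergent screen) or 0.0001% Triton X-100 was preincubated with compounds for 15 min at room temperature. Nitrocefin was then added from an 800 uM solution, and hydrolysis was followed at 480 nm.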
Sm TGR block: qHTS Assay for the Inhibitors of Schistosoma Mansoni Peroxiredoxins | purified TGR, DTNB reduction, TNB absorbance 405 nm | Potency, µM (top dose mostly 114 µM), without a hit: top-dose activity change, negative = inhibition, actives largely listed as inhibitors | actives 3% (n = 360,000) | AID 485364, 2010; further: potency means the concentration at half of the fitted maximal effect; nearly all actives have a fitted effect of over 60% in size
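First, TGR (20 nM dispensed) and NADPH were mixed with compound. Second, a 15 min room-temperature incubation followed. Third, further NADPH and then DTNB were added to start the reaction. Finally, TNB absorbance was monitored kinetically.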
Tb PYK inh: qHTS of Trypanosoma Brucei Inhibitors; pyruvate kinase (Trypanosoma brucei), Q57TT1; TbPYK enzyme, Kinase-Glo Plus ATP luminescence, 45 min; Potency, µM (doses to about 76.8 µM), inactives show top-dose activity, negative = inhibition, actives largely listed as inhibitors; actives 0.12% (n = 410,000); further: potency means the concentration at half of the fitted maximal effect; nearly all actives have a fitted effect of over 50% in size
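TbPYK + substrate in 50 mM TEA pH 7.2, 100 mM KCl, 10 mM MgCl2, 0.05% BSA, 0.01% Tween-20; cpd pinned; ADP 130 uM final; 45 min RT; Kinase-Glo Plus 10 min; luminescence endpoint.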
AMA1-RON2 inh: qHTS for Inhibitors of AMA1-RON; Towards Development of Antimalarial Drug Lead: Primary Screen; actives 0.2% (n = 360,000); Plasmodium falciparum AMA1 (3D7) - RON2 peptide interaction; AlphaScreen AMA1-biotinylated RON2 peptide binding; Potency, µM (top dose mostly 58.2 µM), for the others: at the highest dose activity change, negative = inhibition, actives largely listed as inhibitors;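 further: potency means the concentration at half of the fitted maximal effect; 0% = vehicle wells and -100% = peptide control; nearly all actives have a fitted effect of over 45% in size; some results filed as inactive show a strong effect at the top dose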
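AMA1 (3D7) with his tag at 25 nM final met compounds first, then biotinylated RON2 peptide at 25 nM; detection used donor plus acceptor beads, 10 µg/mL apiece, read by AlphaScreen after 30 min at room temperature.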
LmPK inhibitor: qHTS Assay for Inhibitors of Leishmania Mexicana Pyruvate Kinase (LmPK). Q27686. purified LmPK, Kinase-Glo ATP luminescence, 1 h. Potency, µM (highest dose often 57.5 µM), without a hit: at the highest dose activity change, negative = inhibition, usual class: inhibitors. actives 0.37% (n = 290,000). AID 1721, 2009; further: potency means the concentration at half of the fitted maximal effect
Target sequence (Q27686 whole entry, looked up): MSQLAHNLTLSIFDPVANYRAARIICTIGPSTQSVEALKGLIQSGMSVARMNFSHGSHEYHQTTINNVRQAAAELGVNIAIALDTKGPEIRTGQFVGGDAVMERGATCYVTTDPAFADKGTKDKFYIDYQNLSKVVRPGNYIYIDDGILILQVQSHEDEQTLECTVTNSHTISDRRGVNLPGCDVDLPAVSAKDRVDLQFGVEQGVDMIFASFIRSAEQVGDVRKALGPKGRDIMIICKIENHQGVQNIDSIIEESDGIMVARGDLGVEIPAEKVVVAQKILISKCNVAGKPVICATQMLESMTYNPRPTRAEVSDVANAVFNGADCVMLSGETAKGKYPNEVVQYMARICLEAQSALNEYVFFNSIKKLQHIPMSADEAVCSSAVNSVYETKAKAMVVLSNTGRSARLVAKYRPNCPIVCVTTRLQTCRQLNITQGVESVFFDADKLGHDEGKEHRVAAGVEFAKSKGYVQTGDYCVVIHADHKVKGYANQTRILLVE
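Kinase-Glo luminescence read after 1 h RT reaction of 0.1 nM LmPK with 0.5 mM PEP and 0.1 mM ADP. Activity scaled between uninhibited and enzyme-free controls.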
An asterisk follows results filed as active; ? = inconclusive; · = not tested or not shown; [ ] = remark or other dose. Unless noted, the call rests on the fitted dose curve; in most records, active means well fitted curve in the direction sought with a large enough effect; inconclusive means small, poorly fitted or top-dose-only effect, or another doubt; inactive means no such curve, though single readings can be large; an effect the other way counts as inactive or inconclusive. Unless noted, on the % scale 0 is the no-effect control and ±100 the full control effect.

SMILES	AmpC detergent	HCMV inh	AmpC inh no detg	Sm TGR block	Tb PYK inh	AMA1-RON2 inh	LmPK inhibitor
COc1ccc(C(=O)OCC(=O)c2c(N)n(C)c(=O)n(C)c2=O)cc1OC	5%	-14	-26%	18%	-1%	0%	-2%
CCC(=O)Nc1ccc(C(=O)N/N=C/c2cc(Br)c(OC)cc2OC)cc1	-5%	-19	-12%	5%	0%	-2%[2.32 µM]	1%
Cc1cc(C)cc(-c2nnc(SCC(=O)Nc3cc(C)on3)o2)c1	-9%	-10	-19%	0%	-2%	93%[activator]	·
CNC(=O)c1ccc(-c2ccc(OC)cc2)s1	-25%	213	-3%	0%	-1%	6%	-15%
O=C(Nc1ncc(Br)s1)C1CCCN1S(=O)(=O)c1cccc2cccnc12 (centres undefined)	?	-26	-22%	-2%	-8%	-3%	3%
Cn1c(=O)c2cc(NC(=O)NCCc3cccs3)ccc2n1C/C=C/c1ccccc1	·	30	·	·	-6%	-12%	·
O=C(CCn1c(=O)[nH]c2ccsc2c1=O)N1CCN(c2cccc(Cl)c2)CC1	-11%	7	-2%	1%	2%	0%	5%
C/C(=N\N1CCCCCC1)c1c(O)n(-c2ccccc2)c(=O)[nH]c1=O	?	5	-14%	2%	2%	3%[11.6 µM]	-4%
COc1ccc(C(=O)COC(=O)c2cc(=O)c3ccccc3o2)cc1	·	28	-23%	·	7%	9%	·
CC(C(=O)Nc1nc(-c2ccc(F)c(F)c2)cs1)N1C(=O)C2CC=CCC2C1=O (centres undefined)	3%	8	-25%	-2%	2%	-9%	·
COc1ccc(-c2nc3c(c(SCC(=O)Nc4cc(C)cc(C)c4)n2)Cc2c(CO)cnc(C)c2O3)cc1	19%	-22	·	3%	-13%	·	·
CCOc1ccc(C(=O)CCC(=O)N(CC)CC(=O)NCc2cccs2)cc1	3%	-23	23%	-15%	2%	-20%	·
Cc1ccc(/C(O)=C2/C(=O)C(=O)N(CC(=O)O)C2c2ccc([N+](=O)[O-])cc2)cc1 (centres undefined)	-16%	31	-18%	-1%	1%	10%	5%
O=[N+]([O-])c1cccc(COc2cccc(CN3CCOCC3)c2)c1	·	-29	·	·	2%	-28%	·
O=C(NC1CCSC1=O)C1CC(=O)N(c2ccc(F)cc2)C1 (centres undefined)	8%	7	-5%	4%	0%	-1%	0%
Cc1ccc(S(=O)(=O)N2CCCCC2)cc1NC(=O)CNCc1ccco1	-1%	-27	28%	2%	20%	-6%	-3%
CC(C)NC(=O)CN1C(=O)CSc2ccc(S(=O)(=O)N3CCCC3)cc21	4%	23	-12%	-2%	0%	7%	1%
Cc1ccc(C(=O)N2CCN(c3nc4ccccc4n3C)CC2)cc1	3%	-62*	15%	-10%	2%	1%	0%
CCc1ccc(/C=C\C(=O)N2CCc3ccccc3C2)cc1	-2%	24	-4%	13%	-3%	12%	-4%
Cc1nc(N2CCCCCC2)c2ccccc2n1	-12%	?	-8%	-4%	-1%	5%	1%

The closing 3 compounds of the part before lead into the next:
SMILES	AmpC detergent	HCMV inh	AmpC inh no detg	Sm TGR block	Tb PYK inh	AMA1-RON2 inh	LmPK inhibitor
Cc1ccc(C(=O)N2CCN(c3nc4ccccc4n3C)CC2)cc1	3%	-62*	15%	-10%	2%	1%	0%
CCc1ccc(/C=C\C(=O)N2CCc3ccccc3C2)cc1	-2%	24	-4%	13%	-3%	12%	-4%
Cc1nc(N2CCCCCC2)c2ccccc2n1	-12%	?	-8%	-4%	-1%	5%	1%
O=C(CCn1cnc2onc(-c3ccc(F)cc3)c2c1=O)N1CCN(c2ccccc2F)CC1	23%	-1	·	1%	-1%	·	·
CCOC(=O)c1c(N)sc(C(=O)N2CCCC2)c1C	-5%	-15	-9%	6%	-9%	26%	3%
O=C(CNC(=O)c1cccs1)NCCc1ccco1	7%	32	-20%	-24%	2%	-15%	·
Cc1cc(C)c2c(=O)c(/C=C3\NC(=S)NC3=O)coc2c1	5%	1	-16%	0%	·	·	-8%
Cc1nn(C(C)C(=O)N2CCCCC2)c(=O)c2c1sc1ccccc12 (centres undefined)	-10%	-11	-2%	0%	-14%	-2%	3%
CCC(=O)c1ccc(OCC(=O)OCC(=O)NC2CCCC2)cc1	-15%	-9	-10%	-8%	0%	-11%	·
CC(C)c1ccc(NC(=O)C2CCC(CNS(=O)(=O)c3ccc4c(c3)CCCC(=O)N4)CC2)cc1 (centres undefined)	1%	-25	·	-2%	1%	·	·
COC(=O)c1ccccc1NC(=O)c1cc(-c2ccc(C)cc2)on1	?	·	-18%	5%	-5%	16%	-6%
S=c1[nH]nc(-c2ccco2)n1/N=C/C=C/c1ccco1	-12%	-27	-34%	?	?	19%	7%
CC(=O)c1ccc(NC(=O)CCCCCn2nnc3ccccc3c2=O)cc1	3%	-26	-25%	2%	2%	-1%	8%
CCN(C(=O)COC(=O)/C=C/c1c(C)nn(-c2ccccc2)c1C)C1CCS(=O)(=O)C1 (centres undefined)	2%	-14	71%[activator]	31%	0%	5%	-3%
Cc1nnc(NC(=O)CSc2nnc(CC(=O)Nc3ccccc3F)n2C)s1	-5%	5	3%	-5%	-7%	5%	-5%
O=C1N(c2cccc(Cl)c2)C(c2ccc(Cl)cc2)N2CCCN12 (centres undefined)	-1%	?	43%	4%	-2%	-2%	0%
CCN(CC)S(=O)(=O)c1cc([N+](=O)[O-])ccc1NNC(=O)Nc1ccccc1	-12%	33	-27%	-19%	-5%	-12%	-2%
CN(C)CCCN(C(=O)c1ccc(S(=O)(=O)N2CCCCCC2)cc1)c1nc2ccc(F)cc2s1	-2%	3	177%[activator]	-19%	1%	0%	-6%
N#Cc1cc([N+](=O)[O-])ccc1NC(=O)COC(=O)CCC1CCCCC1	-4%	63	-18%	6%	·	·	5%
C=CCOC(=O)C1=C(C)OC(N)=C(C#N)[C@@]12C(=O)N(CC(N)=O)c1ccccc12	-18%	40	1%	0%	-5%	8%	-2%
COc1ccccc1NC(=O)CCc1c(C)nc2c(-c3ccc(F)cc3)c(C)nn2c1C	-6%	-5	90%[activator]	-8%	-2%	12%	3%
NC(=O)COC(=O)c1cc(-c2ccco2)nc2ccccc12	-5%	3	-48%	3.2µM*	4%	-23%	-12%
CCOC(=O)c1c(-c2ccccc2)oc2cc(CN(C)C)c(O)c(CN(C)C)c12	·	-106*	·	·	-7%	-6%	·
CC(=O)OCC1=C(C(=O)O)N2C(=O)C(NC(=O)CC(C)c3ccccc3)C2SC1 (centres undefined)	-6%	0	-37%	28µM*	1%	11%	·
O=S(=O)(Nc1ccc(-c2ccc3nncn3n2)cc1)c1ccccc1Cl	-1%	-14	-16%	-1%	-6%	-19%	·
Cc1ccc(CNC(=O)c2ccc3c(c2)nc(C)n3-c2cc(C)cc(C)c2)cc1	3%	-13	·	-3%	4%	·	·
CCC1CCCCN1C(=O)CSc1nnc(-c2ccc3c(c2)OCCO3)o1 (centres undefined)	4%	18	47%	-1%	-3%	4%	4%
O=C(/C=C/c1ccccc1)N1Cc2ccccc2-n2nncc2C1	·	-10	·	·	0%	0%	·
C[C@@H]1CN([C@@H](C)CO)C(=O)c2cc(Br)cnc2O[C@@H]1CN(C)C(=O)CN(C)C	·	-15	·	·	1%	-5%	·
COc1ccc(-c2[nH]ncc2CN2CCN(C(=O)c3ccco3)CC2)cc1F	8%	-15	-1%	27%	0%	4%	-3%
Cc1ccccc1C(=O)NC1CCN(Cc2ccccc2)CC1	0%	-31	-12%	0%	-2%	4%	-1%
COc1ccccc1Nc1c2c(nc3ccc(NC(=O)/C=C/c4cc(OC)c(OC)c(OC)c4)cc13)CCCC2	14%	-98*	·	0%	7%	·	·
COc1ccc(OC)c(S(=O)(=O)Nc2ccc3c(c2)N(C(C)=O)CCC3)c1	-2%	-4	16%	-3%	-8%	-13%	·
COc1ccc(C)cc1S(=O)(=O)N1CCN(S(=O)(=O)c2cc(C)ccc2OC)CC1	-2%	-12	83%[activator]	1%	4%	6%	-2%
CCOCCCNC(=O)C(c1ccc(C)cc1)N1CCOCC1 (centres undefined)	?	64	-3%	0%	2%	26%	-4%
COC(=O)c1ccc(CSc2nnc(NC(C)C)s2)o1	-15%	-24	-1%	-8%	-2%	-11%	1%
O=C(COC(=O)COc1ccc(Br)cc1)NCC1CCCO1 (centres undefined)	·	-12	-9%	·	2%	12%	·
Cc1ccc(S(=O)(=O)N2CCC(C(=O)OCC(=O)NCCc3ccccc3)CC2)cc1C	-17%	10	113%[activator]	-1%	5%	-17%	·
O=C(c1cccc(S(=O)(=O)N2CCOCC2)c1)N(Cc1ccc(F)cc1)Cc1ccco1	-11%	-27	117%[activator]	-3%	-1%	-2%	1%
CCc1ccc(CNC(=O)c2cnc3c(C)cccn3c2=O)cc1	-6%	0	·	-4%	0%	·	·
CCOP(=O)(CC(C(C)=O)C(O)c1ccccc1)OCC (centres undefined)	-17%	-4	-6%	-23%	-3%	4%	1%
O=C(CSc1ccccc1)Nc1ccc(Cl)c(S(=O)(=O)N2CCOCC2)c1	·	-22	-37%	·	-1%	11%	·
O=C1c2cccnc2C(=O)N1Cc1ccc(S(=O)(=O)N2CCOc3ccccc32)cc1	?	9	-11%	?	-8%	-1%	-8%
COc1cccc(NC(=O)Nc2ccccc2C(N)=O)c1	?	19	-14%	12%	-7%	17%	?
CCN1CCN(C(=O)C2CCC(CNS(=O)(=O)c3ccccc3)CC2)CC1 (centres undefined)	-7%	-34	-10%	0%	2%	-4%	7%
Fc1cccc(NC(=S)NCc2cccnc2)c1	-1%	-11	-5%	?	-11%	-3%	-4%

2 entries picked at random from those above, as already listed:
SMILES	AmpC detergent	HCMV inh	AmpC inh no detg	Sm TGR block	Tb PYK inh	AMA1-RON2 inh	LmPK inhibitor
COc1ccc(-c2[nH]ncc2CN2CCN(C(=O)c3ccco3)CC2)cc1F	8%	-15	-1%	27%	0%	4%	-3%
CCN1CCN(C(=O)C2CCC(CNS(=O)(=O)c3ccccc3)CC2)CC1 (centres undefined)	-7%	-34	-10%	0%	2%	-4%	7%
